Screening results as filed in PubChem.
SDO1 yeast rescue: growth rescue of sdo1-depleted yeast, primary screen, S. cerevisiae, bone marrow failure model; S. cerevisiae sdo1-depleted JHY4D growth rescue, OD600 30 h; stronger effect = higher value; pdr5 snq2 efflux-pump mutant strain; z-score at 10 µM; 140,000 compounds, 0.21% hits;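 active = z-score above 3 at both the 24 hr and the 30 hr optical density reads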;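 note: z-score against mean and SD of all compound wells on the same plate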
INS promoter inh: inhibitors of insulin promoter-driven GFP, primary screen, imaging, TRM-6 cells (human fetal islet line), eGFP reporter, cell count; 130,000 compounds, 0.9% hits; inhibition, % at 2 µM; reporter expression induced with tamoxifen;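 active = inhibition above the mean plus 3 SD, with well images judged a real hit on visual review, cut at about 60% in these data, passing the limit was not always enough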
SDO1 yeast rescue Rescue 24 h: second read-out of SDO1 yeast rescue, no call of its own (marks repeat the call); z-score; S. cerevisiae sdo1-depleted JHY4D growth rescue, OD600; measured here: growth rescue at 24 h;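 0 is the plate mean of compound wells and units are plate SD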
Active calls of the source: *; i = inactive; . = no result given. An excerpt; the hit share may differ from the screen's.

SMILES	SDO1 yeast rescue	SDO1 yeast rescue Rescue 24 h	INS promoter inh
N#C/C(=N/O)c1nc(-c2ccc(F)cc2)cs1	-0.99	0	-66.7
O=C(CN1C(=O)C2C3c4ccccc4C(c4ccccc43)C2C1=O)N1CCOCC1 (configuration not stated)	-0.01	0.31	.
CC(=O)Nc1nc2ccc(C(=O)NC3CCCCC3)cc2s1	0.23	-0.42	0.0
COCCn1nnnc1C(c1cc2cc(OC)c(OC)cc2[nH]c1=O)N1CCN(c2ccc(O)cc2)CC1 (configuration not stated)	.	.	11.1
Cc1nc2nc(C)c(CCC(=O)NCCC3=CCCCC3)c(C)n2n1	-0.26	0.14	.
COc1ccc(C2Nc3ccccc3C(=O)N2Cc2ccccc2)cc1COc1ccccn1 (configuration not stated)	1.15	3.01	-43.3
COC(=O)c1ccc(NC(=O)COc2ccc(S(=O)(=O)N3CCCCC3)cc2)cc1	-0.64	0.53	26.7
CSCCCNC(=S)Nc1ccc(N2CCOCC2)cc1	.	.	-12.5
CCCOc1ccc(N2C(=O)CC(N(CCc3ccc(OC)cc3)C(=O)c3cccc(F)c3)C2=O)cc1 (configuration not stated)	-1.14	-1.3	26.9
CCn1c(Cc2ccccc2)nnc1SCC(=O)Nc1ccc(N2CCOCC2)c(Cl)c1	-1.09	-1.27	-376.9
O=C(Nc1cccc(C(F)(F)F)c1)c1cnc2n(c1=O)CCS2	-0.97	-0.92	.
CC(C)OC(=O)CSc1nnc2n1C(C)(C)Cc1ccccc1-2	-0.21	-1.73	-18.2
Cc1nn(CC(=O)NCC2CCCO2)c(C)c1[N+](=O)[O-] (configuration not stated)	.	.	56.5
O=C(O)c1cn(-c2ccccc2)c(=O)c2ccccc12	1.44	-0.33	70.0*
CCOC(=O)COc1ccc2c3c(c(=O)oc2c1C)CCC3	-0.46	-0.99	i
O=C1CN(C(=O)c2ccco2)C(c2ccccc2)c2cc(Cl)ccc2N1 (configuration not stated)	-0.2	0.22	10.0
CN(C)c1ccc(NC(=O)Cn2c(=O)n(Cc3ccccc3)c(=O)c3ccccc32)cc1	-0.87	-1.11	.
Cn1c(COc2ccccc2)nnc1SCCSc1nnc(COc2ccccc2)n1C	0.7	0.74	-37.0
COc1cc(/C=C/C(=O)OCC(=O)N2CCN(S(=O)(=O)c3ccc(C)cc3C)CC2)ccc1O	-0.95	-1.28	0.0
O=S(=O)(NC1CCCCC1NCc1ccco1)c1ccccc1 (configuration not stated)	-0.35	-0.97	3.0
CC1(C)COCN1S(=O)(=O)c1ccc(C(=O)Nc2nnc(-c3ccc(Cl)s3)o2)cc1	-0.09	-0.34	.
CCc1nnc(NS(=O)(=O)c2ccc(N/C=C\C(=O)c3cccc4ccccc34)cc2)s1	-0.09	-0.19	16.0
COc1cccc(C(=O)Nc2ccc(-c3nnc(-c4ccco4)o3)cc2)c1	-0.98	0.04	.
COCCCNC(=O)CN(C1CCCCC1)S(=O)(=O)c1ccc(C)cc1	-0.09	0.1	21.4
Cn1nnnc1SCC(=O)N1CCc2ccccc2C1	0.64	0.68	-13.9
Cc1ccc(-c2cc(C(=O)NCc3cccnc3)no2)cc1	0.89	2.39	-32.0
Cc1cc(NC(=O)COC(=O)c2cc(S(=O)(=O)N3CCOCC3)ccc2N2CCCCC2)no1	0.73	0.23	-30.8
COc1ccc(C2C(C(=O)NCCN3CCOCC3)c3ccccc3C(=O)N2C2CCCCC2)cc1 (configuration not stated)	1.08	1.64	.
O=c1c2ccccc2cnn1Cc1n[nH]c(=S)n1-c1ccc(Cl)cc1	0.35	-0.32	26.7
O=c1c2ccccc2sn1-c1nccs1	.	.	38.9
CCOc1cc(-c2noc(-c3ccncc3)n2)cc(Br)c1OC	-0.47	0.13	29.6
O=C(Nc1ccc(F)c(Cl)c1)C1CCN(S(=O)(=O)c2cccnc2)CC1	0.2	-0.18	.
O=C(Nc1ccc2[nH]c(=O)[nH]c2c1)c1c(F)c(F)c(F)c(F)c1F	.	.	16.7
COc1ccc(NC(C)=O)cc1NC(=O)CSc1nnc(-c2ccncc2)n1C	0.03	-0.14	-48.4
O=C(N/N=C/c1ccsc1)c1ccccn1	.	.	-85.2
CC(=O)OCCNC(=O)Cn1cnc2c1c(=O)n(C)c(=O)n2C	1.11	0.91	.
CCC(=O)Nc1ccc(S(=O)(=O)Nc2cc(C)on2)cc1	0.45	-0.2	41.4
O=C(CSc1nc(-c2ccc(Cl)cc2)cs1)Nc1cccc([N+](=O)[O-])c1	-1.12	-0.87	.
Cc1ccc2oc(-c3ccccc3C(=O)O)cc(=O)c2c1	0.39	-0.41	20.0
COCCNC(=O)c1cc(-c2ccccc2OC)on1	-0.73	-1.1	.

The list goes on, overlapping the part above by 3 compounds.
SMILES	SDO1 yeast rescue	SDO1 yeast rescue Rescue 24 h	INS promoter inh
O=C(CSc1nc(-c2ccc(Cl)cc2)cs1)Nc1cccc([N+](=O)[O-])c1	-1.12	-0.87	.
Cc1ccc2oc(-c3ccccc3C(=O)O)cc(=O)c2c1	0.39	-0.41	20.0
COCCNC(=O)c1cc(-c2ccccc2OC)on1	-0.73	-1.1	.
CCCCNC(=S)NNC(=O)c1c(Cl)c(C)nn1C	-0.48	-1.15	-8.3
CCN(CC)c1ccc(/C=C(\C#N)C(=O)NCc2ccccc2)cc1	-1.55	-0.68	-30.8
CC(C)NC(=O)CSc1nnc2sc3ccccc3n12	1.7	1.97	.
CC12CCCCC1(O)[N+](=O)C1=C(CCCC1)N2[O-] (configuration not stated)	0.91	-0.44	.
CCOc1ccccc1C(=O)NCC(=O)OCC(=O)N1C(C)CCCC1C (configuration not stated)	0.19	0.24	-22.7
O=C(Nc1nnc(C2CCCC2)s1)C1CCN(S(=O)(=O)c2ccc(Cl)cc2)CC1	0.46	0.83	9.1
COc1ccccc1-n1c(N)c(C(=O)NCC2CCCO2)c2nc3ccccc3nc21 (configuration not stated)	-0.21	-0.42	-6.2
Cc1ccc(-c2[nH]c3ccccc3c2SCCNC(=O)c2ccc(S(=O)(=O)N3CCOCC3)cc2)cc1	-1.12	-0.18	-46.3
Cc1cc(C)n(CC(=O)N/N=C/c2ccc3c(c2)OCO3)n1	0.57	0.47	3.3
CN1CCCN(C(=O)Cc2c(Cl)cccc2Cl)c2nc3ccccc3nc21	-2.23	-1.68	-45.5
Cc1cccc(N2C(=O)C3CCC(c4ccccc4)CC3C2=O)c1 (configuration not stated)	-0.21	0.12	0.0
COCCn1nc2cc(C(=O)NCc3cc(C(F)(F)F)cc(C(F)(F)F)c3)ccc2c1OC	-0.69	-0.99	.
Cc1sc2c(c1C)c(=O)nc1n2Cc2ccccc2-1	-0.68	-1.1	-25.0
Cc1ccc(N/C=C(/C#N)c2ccsc2)cc1C	-0.77	-0.31	-7.1
O=C(c1ccccc1)N1CCN(c2ccc([N+](=O)[O-])c(N3CCOCC3)c2)CC1	0.04	-0.47	-12.5
O=C(CCc1nc2ccccc2[nH]c1=O)OCC(=O)c1ccc(Cl)cc1	0.29	1.19	3.5
CC(=O)Nc1ccccc1Nc1cc(C#N)c(C#N)cc1[N+](=O)[O-]	.	.	25.0
O=C1CC(c2ccc(F)cc2)Cc2nc(N3CCOCC3)ncc21 (configuration not stated)	0.11	-0.33	44.8
COc1ccc(C(=O)CSc2nnnn2C)c(OC)c1	.	.	25.9
CCOC(=O)CSc1nnnn1-c1cccc2ccccc12	0.55	0.41	12.5
CN(C)c1nc2n(c(=S)n1)CCS2	0.26	0.1	-81.2
COc1ccc(OC)c(-c2csc(NC(=O)c3ccc(OCC4CCCO4)cc3)n2)c1 (configuration not stated)	-0.08	-0.54	.
Cc1cc(NC2CCCCC2)nc(-c2ccccc2O)n1	-2.1	-1.97	-36.6
OCCNc1nc2ccccc2n1-c1ccccc1	0.88	0.57	-293.3
CCn1c(O)c(/C=C2\C=Nc3ccccc32)sc1=Nc1ccc(C)cc1	0.48	1.04	.
CCSc1oc(-c2cccs2)nc1S(=O)(=O)c1ccccc1	-1.28	-0.81	.
CCOC(=O)c1cccc(P(=O)(C(C)(C)C)C(C)(C)C)c1	0.56	0.67	.
O=C(NCCN1CCOCC1)c1ccc2c(c1)N(Cc1ccccc1)C(=O)CS2	0.41	-0.12	-148.0
CCn1c(SCC(=O)NCc2ccccc2)nnc1-c1c[nH]c2ccccc12	0.45	-0.62	-15.5
CCN(CC)S(=O)(=O)c1cc(-c2nnc(-c3ccc(Br)cc3)o2)ccc1Cl	-1.5	-1.23	-33.3
O=c1[nH]cnc2nc3n(c12)CCCCC3	1.26	1.37	64.3
O=C(Nc1ccccc1)c1cccc(C(F)(F)F)c1	1.24	1.72	-13.3
CS(=O)(=O)N(CC(=O)NCCSc1ccccn1)c1cccc2ccccc12	0.43	0.32	3.5
CCOC(=O)c1cnc2c(-c3ccccc3)cnn2c1N	-0.22	0.01	-54.5
CCCN1C2=NCCN2c2ccccc21	0.66	-0.47	31.2
CCCn1c(-c2ccc(OC)cc2)nc2ccccc21	-1.02	-1.7	.
COc1ccc(N2C(=O)NC(NC(=O)c3ccncc3)(C(F)(F)F)C2=O)cc1 (configuration not stated)	0.52	0.37	30.0
CCOC(=O)c1ccccc1NC(=O)CSc1nc2c(c(=O)n(C)c(=O)n2C)n1C	-0.12	-0.5	-16.2
CCOC(=O)c1cnc2ccccc2c1Nc1ccc2c(c1)OCCO2	-1.87	-1.62	.
COc1ccc(C(=O)Nc2cc(OC)ccc2OC)cc1	-0.01	-0.57	-24.2
Cc1ccnc(NC(=O)C23CC4CC(CC(C4)C2)C3)c1	-0.73	0.22	-29.0
CC1(C)CN(c2ccccc2)N(C(=O)c2ccc(F)cc2)C1=O	-1.03	-1.19	-37.5
CCc1ccc(C2NC(=S)NC3=C2C(=O)N(c2ccccc2OC)C(c2ccc(CC)cc2)N3)cc1 (configuration not stated)	-1.79	-1.31	.
CCOC(=O)c1[nH]c(=O)c2ccccc2c1O	1.52	2.96	-28.6
COC(=O)CCCn1c(C)cc(C(=O)CCl)c1C	.	.	-14.3
Cc1ccc(NC(=O)c2cc(S(=O)(=O)N3CCOCC3)ccc2F)c(C)c1	-0.57	-0.98	.
Cc1ccc(C(=O)N/C(=C\c2cccnc2)c2nc3ccccc3[nH]2)cc1	1.39	1.04	.
C=CCC(NCc1ccccc1)c1ccc(Cl)cc1 (configuration not stated)	1.36	0.27	-18.2
Cc1cc(N2CCN(c3ccccc3F)CC2)nc2cc(O)ccc12	-0.83	-0.83	-15.6
O=C(CN1C(=O)COc2ccccc21)N1CCc2ccccc2C1	0.08	-0.44	66.7
CC1(C(=O)OCc2cc(=O)n3cc(Br)ccc3n2)CC1(Cl)Cl (configuration not stated)	.	.	64.3
COCCNC(=O)NC(=O)CSc1nc(C)c(C)c(C)n1	.	.	-17.1
Clc1ccsc1-c1ccnc(-n2cccc2)n1	.	.	35.0
CCn1c(CCCOc2ccc(Cl)cc2Cl)nnc1SCC(=O)Nc1cc(F)ccc1C	-1.11	-0.99	.
Cc1cc(C)c2c(=O)[nH]c(SCC(=O)Nc3ccccc3)nc2n1	1.62	1.62	.
Cc1cccc(C(=O)N2CCN=C2SCc2ccc([N+](=O)[O-])cc2)c1	.	.	-45.5
O=C(CCCn1c(=O)[nH]c2cc(Cl)ccc2c1=O)NCC1CCCO1 (configuration not stated)	-0.34	-0.65	-63.0
Cc1ccc(-c2cc(-c3cccc(F)c3)n[nH]2)c(O)c1	-1.69	-1.05	55.2
CCCCNC(=O)/C(C#N)=C/c1ccc2c(c1)OCCO2	0.77	1.31	.
CCOc1ccc(Cl)cc1CNCCNCC(C)O (configuration not stated)	1.29	-0.29	35.7

Four entries from above, sorted by their value in SDO1 yeast rescue Rescue 24 h, low to high.
SMILES	SDO1 yeast rescue	SDO1 yeast rescue Rescue 24 h	INS promoter inh
CCc1ccc(C2NC(=S)NC3=C2C(=O)N(c2ccccc2OC)C(c2ccc(CC)cc2)N3)cc1 (configuration not stated)	-1.79	-1.31	.
CCOc1ccc(Cl)cc1CNCCNCC(C)O (configuration not stated)	1.29	-0.29	35.7
C=CCC(NCc1ccccc1)c1ccc(Cl)cc1 (configuration not stated)	1.36	0.27	-18.2
Cc1cc(C)c2c(=O)[nH]c(SCC(=O)Nc3ccccc3)nc2n1	1.62	1.62	.

Later entries
SMILES	SDO1 yeast rescue	SDO1 yeast rescue Rescue 24 h	INS promoter inh
CCN(CC)C(=O)CSc1nc2ccccc2c(=O)n1CCC(=O)NCc1ccc(F)cc1	0.27	0.22	-113.6
CC(=O)c1cc(C(=O)Nc2ccccc2C(=O)O)oc1C	-0.41	-0.78	3.0
CCn1cc(C(=O)OCC(=O)c2cc(C)n(-c3ccccc3F)c2C)c(=O)c2ccc(C)nc21	-1.02	0.2	32.0
O=C(Nc1ccc2c(c1)OCCO2)c1ccc(S(=O)(=O)N2CCCCC2)cc1	-0.63	-0.71	-33.3
CC(C)(C)OC(=O)NCCc1nnc(SCC(N)=O)o1	-0.14	-0.61	3.5
CCNC(=S)N/N=C/c1ccc(OCC(=O)Nc2ccc(OC)cc2)c(OC)c1	-0.19	0.57	7.7

Reformatted: entries from further up.
COCCNC(=O)c1cc(-c2ccccc2OC)on1
  SDO1 yeast rescue = -0.73
  SDO1 yeast rescue Rescue 24 h = -1.1
  INS promoter inh = .
CCCCNC(=S)NNC(=O)c1c(Cl)c(C)nn1C
  SDO1 yeast rescue = -0.48
  SDO1 yeast rescue Rescue 24 h = -1.15
  INS promoter inh = -8.3
CCN(CC)c1ccc(/C=C(\C#N)C(=O)NCc2ccccc2)cc1
  SDO1 yeast rescue = -1.55
  SDO1 yeast rescue Rescue 24 h = -0.68
  INS promoter inh = -30.8
CC(C)NC(=O)CSc1nnc2sc3ccccc3n12
  SDO1 yeast rescue = 1.7
  SDO1 yeast rescue Rescue 24 h = 1.97
  INS promoter inh = .
